Screening results from PubChem BioAssay.
KCNH2 WT inh = inhibitors of human wildtype KCNH2 potassium channel; Q12809; U2OS, BacMam KCNH2, thallium flux FluxOr; active compounds read low; activity change, % at 1.84 µM; hit rate 0.37% among 340,000;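 active means maximum activity change below -70%; inconclusive means maximum activity change between -70% and -50%; inactive means maximum activity change above -50%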; further: on the % scale 0 is the no-effect control and ±100 the full control effect
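U2OS cells transduced with wild-type KCNH2 virus are loaded with FluxOr dye for 45 min, and thallium flux is measured in kinetic reads before and after stimulation buffer. Rate constants are normalized to DMSO controls.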
GALK inh = blocks human galactokinase activity; P51570; Purified GALK, Kinase-Glo residual ATP luminescence; Potency, µM (series often up to 57.5 µM), without a hit: at the top dose activity change, negative = inhibition, actives largely listed as inhibitors; hit rate 0.007% among 270,000; AID 1868; further: potency means the concentration at half of the fitted maximal effect; on the % scale 0 is the no-effect control and ±100 the full control effect
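Luminescence from leftover ATP (Ultra-Glo luciferase/luciferin) served as read-out after a 1 h room-temperature reaction of 5 nM GALK with 35 uM ATP and 100 uM galactose.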
USP2a inh = USP2a (human) protease inhibition; USP2 core, Ub-CHOP2 coupled fluorogenic reporter, 485/531; Potency, µM (highest dose often 38.3 µM), inactives show top-dose activity change, negative = inhibition, most hits filed as inhibitors; hit rate 0.01% among 330,000; AID 463254;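 further: potency means the concentration at half of the fitted maximal effect; plate controls were DMSO wells for no effect and full inhibition by NEM control for full effect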
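Deubiquitinase activity read as fluorescence (485/531 nm) after Ub-CHOP2 cleavage activates the enterokinase reporter on its substrate; USP2 core 10nM, Ub-CHOP2 and substrate 25nM each, 30min compound preincubation then 60min RT; data normalized to NEM, curves fitted.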
Chronic BCR inh = blocks chronic active B-cell receptor signaling; ABC-DLBCL IkBa-CBG/CBR reporter, luminescence ratio, 4 h; Potency, µM (top dose mostly 46.1 µM), inactives show top-dose ratio change, negative = lower green/red ratio, usual class: inhibitors; hit rate 0.05% among 340,000; active means well fitted inhibition curve with a large enough effect in the signal ratio, with a control signal flat, not every such curve was filed as active; inconclusive means small, poorly fitted or top-dose-only effect, or effect the other way, or a change in a side signal; the % refers to the signal ratio;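 further: potency means the concentration at half of the fitted maximal effect; plate controls were basal doxycycline-induced cells for no effect and cells given 10 µM MG132 for full effect; MG132 reads +100%, hits lower the ratio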
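Cell line TMD8 (human ABC DLBCL), stably expressing tet-inducible CBG68-IkBa fusion and CBR; IMDM/0.5% FBS; cpd up to 46 uM; dox induction, 4 h, 37C/5% CO2; dual luminescence; green/red ratio; MG132 control.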
Eya2 phos inh = blocks the phosphatase activity of human Eya2 | hit rate 0.006% among 330,000 | AID 488837 | recombinant Eya2, OMFP fluorescence dephosphorylation (OMFP is methylfluorescein phosphate) | Potency, µM (top dose mostly 76.9 µM), for inactives: top-dose activity, negative = inhibition, usual class: inhibitors; further: potency means the concentration at half of the fitted maximal effect; on the % scale 0 is the no-effect control and ±100 the full control effect
Target sequence (O00167 whole entry, looked up): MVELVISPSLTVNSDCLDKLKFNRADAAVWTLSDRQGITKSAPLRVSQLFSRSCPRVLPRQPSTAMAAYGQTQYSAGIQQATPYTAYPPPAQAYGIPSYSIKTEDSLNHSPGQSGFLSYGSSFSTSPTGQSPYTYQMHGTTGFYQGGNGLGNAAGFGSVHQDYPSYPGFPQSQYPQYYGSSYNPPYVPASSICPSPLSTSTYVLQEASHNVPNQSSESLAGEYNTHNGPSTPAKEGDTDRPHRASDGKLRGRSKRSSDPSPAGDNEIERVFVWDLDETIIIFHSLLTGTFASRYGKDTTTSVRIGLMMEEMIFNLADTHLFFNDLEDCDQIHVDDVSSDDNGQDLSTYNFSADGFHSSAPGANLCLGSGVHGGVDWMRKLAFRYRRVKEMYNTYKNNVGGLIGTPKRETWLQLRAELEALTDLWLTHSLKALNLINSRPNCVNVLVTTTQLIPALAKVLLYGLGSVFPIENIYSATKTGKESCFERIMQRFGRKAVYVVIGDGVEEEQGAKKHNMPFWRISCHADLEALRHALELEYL
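Eya2 protein (added as 0.2 uM solution) was preincubated with compound for 10 min at ambient temperature in 50 mM HEPES pH 7.5, 50 mM NaCl, 5 uM MgCl2, 0.05% BSA, 1 mM DTT. OMFP (added at 50 uM) then reacted 10 min; fluorescence read at 485/525 nm.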
MBNL1-CUG inh = MBNL1-poly(CUG) RNA binding inhibition; Q9NR56; TR-FRET MBNL1-His/biotin-(CUG)12 binding, 665/545 ratio; Potency, µM (highest dose often 57.5 µM), for inactives: at the highest dose activity change, negative = inhibition, hits mostly inhibitors; hit rate 0.036% among 280,000; AID 2675; active means well fitted inhibition curve with a large enough effect in the signal ratio, with a control signal flat, not every such curve was filed as active; inconclusive means small, poorly fitted or top-dose-only effect, or effect the other way, or a change in a side signal; inactive means no such curve, though single readings can be large or run the other way; the % refers to the signal ratio; further: potency means the concentration at half of the fitted maximal effect; on the % scale 0 is the no-effect control and ±100 the full control effect
Target sequence (Q9NR56 whole entry, looked up): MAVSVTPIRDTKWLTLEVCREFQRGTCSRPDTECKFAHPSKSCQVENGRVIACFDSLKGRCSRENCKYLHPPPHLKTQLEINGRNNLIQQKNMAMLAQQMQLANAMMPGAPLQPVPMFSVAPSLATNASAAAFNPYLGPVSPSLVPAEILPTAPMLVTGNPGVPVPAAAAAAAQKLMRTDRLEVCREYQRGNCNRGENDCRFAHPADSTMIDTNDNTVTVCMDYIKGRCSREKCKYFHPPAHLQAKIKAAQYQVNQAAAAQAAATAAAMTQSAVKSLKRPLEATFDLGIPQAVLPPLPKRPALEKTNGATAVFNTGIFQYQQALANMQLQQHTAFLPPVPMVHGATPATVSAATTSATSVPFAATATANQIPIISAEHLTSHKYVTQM
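Inhibition of protein-RNA binding appears as loss of TR-FRET between terbium anti-His antibody on MBNL1-His and streptavidin-XL665 on biotin-(CUG)12. Activity is normalized to buffer-only and uninhibited-complex controls.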
S-ASM inh = human S-ASM enzyme inhibition; Potency, µM (series often up to 57.5 µM), without a hit: at the top dose activity change, negative = inhibition, most hits filed as inhibitors; hit rate 0.006% among 340,000; P17405; placental ASM, HMU-PC fluorogenic substrate, 60 min; further: potency means the concentration at half of the fitted maximal effect
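Steps: dispense placental human ASM, pin compound, wait 10 min at room temperature, add HMU-PC0 substrate at 9 uM final, incubate 60 min at 37 °C, add stop solution raising pH to 10, read fluorescence.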
Mito fusion act = mitochondrial division inhibition or fusion activation | S. cerevisiae fusion-defective mutant growth rescue, CellTiterGlo 48 h | Potency, µM (top dose mostly 46.1 µM), inactives show at the top dose growth rescue (activation), most hits filed as activators | hit rate 0.23% among 320,000 | AID 485298;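 further: potency means the concentration at half of the fitted maximal effect; % of control where 0% means no effect; nearly all actives have a fitted effect of over 45% in size; temperature-sensitive fusion mutants such as fzo1-1 at 37 °C on non-fermentable ethanol glycerol medium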
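Compounds are tested for their ability to restore growth of mitochondrial fusion-defective yeast strains at non-permissive 37C in YPEG medium over 48 hours. Viability is quantified by luciferase luminescence.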
TSHR antagonist = antagonists of human thyroid stimulating hormone receptor. P16473. TSHR-expressing cells, TSH-stimulated cAMP HTRF, 2 h; active compounds read low. activity change, negative = inhibition, % at 11.5 µM. hit rate 0.2% among 330,000. AID 504810;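 active means activity change below a set negative limit, meaning inhibition stronger than a set level, cut at about -70% in these data; inconclusive means activity change between two set negative limits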; further: on the % scale 0 is the no-effect control and ±100 the full control effect
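Competitive HTRF cAMP read-out (cryptate anti-cAMP antibody, cAMP-d2; 30 min, room temperature) in freshly harvested TSHR cells. Compounds added before TSH at EC80 (4nM final), followed by 2 hours' incubation at 37 deg C.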
Menin MLL FP TR = displaces Texas Red mutant MLL peptide from human menin. Menin + Texas Red MLL mutant peptide, fluorescence polarization. Potency, µM (highest dose often 61.6 µM), inactives show at the highest dose FP activity change, negative = inhibition, most hits filed as inhibitors. hit rate 0.23% among 270,000; active means well fitted inhibition curve with a large enough effect in the polarisation, with a control signal flat, not every such curve was filed as active; inconclusive means small, poorly fitted or top-dose-only effect, or effect the other way, or a change in a side signal; inactive means no such curve, though single readings can be large or run the other way; the % refers to the polarisation; further: potency means the concentration at half of the fitted maximal effect; % of control where 0% means no effect; many of its hits are not listed in these tables
PKM2 activator = activators of human pyruvate kinase M2. Potency, µM (highest dose often 57.5 µM), inactives show at the top dose activation, actives largely listed as activators. purified PKM2, Kinase-Glo ATP luminescence, activation; response scale: 0% is enzyme alone, no compound. hit rate 0.34% among 260,000. P14618; further: potency means the concentration at half of the fitted maximal effect; on the % scale 0 is the no-effect control and ±100 the full control effect; nearly all actives have a fitted effect of over 55% in size
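ATP formation by purified human PK-M2, quantified via coupled luciferase luminescence after 1 h at room temperature with 0.1 mM ADP and 0.5 mM PEP final.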
Numbers without * were called inactive; ? = inconclusive; . = no result given; [ ] = another dose, or the depositor's remark. Unless noted, the call rests on the fitted dose curve; in most records, active means well fitted curve in the direction sought with a large enough effect; inconclusive means small, poorly fitted or top-dose-only effect, or another doubt; inactive means no such curve, though single readings can be large; an effect the other way counts as inactive or inconclusive. Only part of the results is shown; the hit share may differ from the screen's.

Molecule,KCNH2 WT inh,GALK inh,USP2a inh,Chronic BCR inh,Eya2 phos inh,MBNL1-CUG inh,S-ASM inh,Mito fusion act,TSHR antagonist,Menin MLL FP TR,PKM2 activator
N#CC(c1ccc(F)cc1)c1ccc(C(=O)c2ccccc2)cc1 (stereo not drawn),-6.9,1.0%,8.0%,?,14.3%,-0.3%,-2.9%,8.1%,4.5,-0.8%,3.0%
O=C(N/N=C/c1ccc(Sc2nc3ccccc3[nH]2)o1)c1ccncc1,2.8,.,2.2%,-10.4%,-1.3%,22.3%[11.5 µM],-0.5%,-19.6%,-5.6,-4.2%,2.7%
COc1cccc(OCCCCCCN2CCOCC2)c1,7.1,0.4%,-0.3%,2.1%,-12.6%,5.5%,-0.8%,2.8%,2.5,0.8%,-4.8%
NNc1nc(C(F)(F)F)nc2ccccc12,6.9,-0.7%,2.0%,6.7%,8.9%,7.9%,-2.9%,-8.2%,-36.2,10.5%,0.6%
CS(=O)(=O)c1ccccc1-c1nc(-c2ccc([N+](=O)[O-])cc2)no1,4.1,-2.2%,-0.9%,?,-26.9%,?,3.7%,-3.2%,-4.8,?,-11.0%
CCOc1ccc(N2C(=O)C3=C(C(c4ccc(Cl)cc4)=NCCN3)C2c2cccnc2)cc1 (stereo not drawn),8.2,0.5%,4.9%,-3.5%,23.1%,?,-0.1%,-0.4%,5.5,18.7%,1.3%
CCOC(=O)c1c(/N=C/N(C)C)sc(/C=N/Nc2ccccc2)c1-c1ccccc1Cl,-5.8,1.9%,1.5%,2.1%,4.1%,10.6%,58.6%[activator],15.0%,-2.6,?,8.2%
CCSc1nnc(NC(=O)Cc2ccc(OC)c(OC)c2)s1,-7.3,.,3.9%,-19.3%,-10.5%,-2.1%,-0.4%,-2.8%,14.6,6.5%,-0.7%
C=CCNC(=O)N1CCCC(N2CCN(c3ccccc3OC)CC2)C1 (stereo not drawn),3.0,-3.2%,-1.3%,1.2%,5.1%,-4.0%,-0.2%,-0.5%,3.7,16.5%,-0.3%
O=C(C1CC1)N1CCN(S(=O)(=O)c2ccc3c(c2)OCCO3)CC1,24.6,4.4%,-0.6%,-24.6%,7.5%,-8.3%,-0.1%,1.4%,-2.4,-5.0%,?
CCOC(=O)[C@@H]1[C@H]2COc3ccccc3[C@H]2N2C(=O)N(c3ccccc3)C(=O)[C@]12C,0.8,.,1.7%,-10.4%,-8.0%,-5.1%,-0.4%,3.3%,59.7,-31.4%,6.9%
O=C(O)c1ccc(S(=O)(=O)c2ccc3c(c2)C(=O)N(NC(=O)c2cccnc2)C3=O)cc1,-2.9,-3.8%,4.8%,?,?,.,-1.9%,-1.9%,4.0,.,0.4%

Further results.
Molecule,KCNH2 WT inh,GALK inh,USP2a inh,Chronic BCR inh,Eya2 phos inh,MBNL1-CUG inh,S-ASM inh,Mito fusion act,TSHR antagonist,Menin MLL FP TR,PKM2 activator
O=C(Nc1ccc(-c2csnn2)cc1)C1CC1,0.0,-1.7%,0.0%,?,1.9%,3.3%,-2.6%,-5.2%,14.9,.,4.9%
COc1ccc2c(=O)c(-c3ccc(C)cc3)c(-c3ccccc3)oc2c1,0.8,.,-1.9%,8.5%,-15.4%,.,?,.,-2.4,.,.
CC1(C)CC1C(=O)Nc1ccc([N+](=O)[O-])cc1Br (stereo not drawn),-1.2,-4.6%,1.8%,?,-9.7%,?,-1.6%,-1.8%,13.1,15.8%,19.1%
O=C(Nc1ccccc1N1CCOCC1)c1cnccn1,0.4,-1.5%,-1.4%,-6.9%,-4.9%,2.0%,-1.0%,-1.7%,-5.0,5.4%,0.1%
Cc1ccnc(NC(=O)Cn2cc([N+](=O)[O-])cn2)c1,4.3,-0.3%,-1.1%,1.5%,-17.6%,4.8%,-2.3%,-1.8%,20.5,1.1%,-9.2%
COc1ccc(C2(C)CC(=O)NC2=O)cc1 (stereo not drawn),2.4,-3.0%,6.1%,3.9%,6.4%,1.5%,2.5%,5.4%,1.0,14.7%,.
COc1ccccc1NS(=O)(=O)c1cccc(C(=O)NNC(=O)c2ccc(=O)[nH]c2)c1,-1.5,.,1.9%,?,3.2%,.,-0.7%,6.4%,-1.8,.,.
CC(=O)Nc1ccc(OCC(=O)NC(C)c2ccc(F)cc2)cc1 (stereo not drawn),-16.7,-3.9%,1.5%,11.1%,-0.7%,-0.4%,2.6%,-3.2%,19.6,11.2%,0.9%
O=C(CN(C(=O)CCC(=O)Nc1nccs1)c1ccc(F)cc1)NCc1ccco1,2.5,-1.2%,-0.6%,8.6%,-5.1%,-10.0%,-1.8%,0.0%,-2.7,-5.4%,2.7%
COCCN(Cc1ccccc1)C(=O)c1cccc(S(=O)(=O)N(C)c2c(C)n(C)n(-c3ccccc3)c2=O)c1,-7.2,.,0.7%,10.5%,8.3%,.,2.8%,-7.0%,28.9,.,.
O=C(CCNC(=O)c1ccco1)Nc1ccc(SC(F)F)cc1,7.0,8.1%,4.4%,-5.1%,6.8%,-6.9%,4.9%,-1.8%,3.0,3.6%,1.8%
Cc1cccc(NC(=O)N2CCC(n3nnc4cc(C)ccc43)CC2)c1,15.3,4.0%,1.2%,1.8%,0.9%,1.4%,-1.4%,-1.3%,-6.9,2.5%,0.2%

New compounds follow.
Molecule,KCNH2 WT inh,GALK inh,USP2a inh,Chronic BCR inh,Eya2 phos inh,MBNL1-CUG inh,S-ASM inh,Mito fusion act,TSHR antagonist,Menin MLL FP TR,PKM2 activator
COC(=O)CN1C(=O)[C@H]2[C@@H](c3ccc(C)o3)N3C(=O)CN(Cc4ccccc4)C(=O)[C@@]3(C)[C@H]2C1=O,-4.1,.,1.4%,-0.5%,-9.6%,-11.2%,-0.9%,-0.6%,15.8,-15.1%,-2.8%
COC(CNC(=S)Nc1ccc([N+](=O)[O-])cc1)OC,-4.0,-0.4%,-0.4%,1.1%,2.1%,?,3.7%,-3.2%,-2.1,3.3%,-0.5%
COc1ccc2c(c1OC)C(=O)N(c1cccc(C(F)(F)F)c1)C2,8.9,-1.0%,-0.2%,?,10.6%,-0.4%,-5.2%,17.3%,-5.4,-23.2%,-1.2%
O=C(Nc1nnc(-c2ccc(Cl)cc2)o1)Nc1ccccc1Cl,-0.9,.,2.0%,-3.3%,-5.6%,1.8%,1.7%,4.0%,.,-18.0%,0.1%
COc1ccc(NC(=O)C2CCN(C(=O)Nc3ccc(C)cc3)CC2)cc1OC,-0.4,-0.8%,2.9%,0.2%,-6.0%,-2.3%,-2.4%,-4.1%,-9.3,-3.7%,-0.9%
O=C(Nc1ccc(F)cc1F)c1ccc(-n2cccn2)nc1,-18.7,1.1%,2.2%,?,1.6%,.,0.6%,-0.9%,-6.8,13.9%,-9.4%
O=C(CCl)NC(Cc1ccccc1)c1ccccc1 (stereo not drawn),7.6,-0.1%,2.7%,?,-4.9%,-0.4%,-1.0%,-1.3%,5.8,6.1%,-0.7%
CCOC(=O)c1c(C)nc2cc(C)cc(C)n12,-6.5,2.0%,3.9%,-1.6%,-10.6%,-1.8%,0.2%,-7.4%,3.3,-21.3%,16.3%
CC(=O)NC(=S)Nc1ccc(S(=O)(=O)N2CCOCC2)cc1,-2.0,-1.2%,-0.4%,?,-6.9%,4.4%,-2.2%,-17.1%,3.5,5.1%,-2.0%
COc1ccc(-c2cc3cc4c(cc3cn2)OCO4)cc1,-6.0,.,-6.8%,?,-10.5%,.,-0.8%,.,-24.5,.,.
O=C(CNC(=O)c1ccco1)NC1CCCCCC1,0.5,.,0.7%,4.5%,13.0%,.,3.4%,1.4%,8.9,.,.
COC(=O)c1cc(S(=O)(=O)NCCc2ccc(C)cc2)c[nH]1,-6.1,.,0.2%,-0.9%,3.9%,-1.9%,5.0%,1.0%,9.9,3.9%,0.0%
CC(=O)Nc1ccc(S(=O)(=O)Nc2cccc(S(=O)(=O)N(C)c3ccccc3)c2)cc1,16.1,.,0.5%,?,17.7%,.,-5.7%,-12.2%,1.0,.,.
